# mIAP block: blocks mouse intestinal alkaline phosphatase | purified mouse IAP, CDP-Star luminescence, 30 min | hit rate 0.2% among 330,000 | inhibition, % at 10 µM;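 active = inhibition of at least 40% at 10 µM in the primary screen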;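 note: plate controls were DMSO with enzyme for no effect and no enzyme wells for full effect; values of inactives mirror those of a sister screen read the other way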
# A3G deaminase: inhibitors of human APOBEC3G DNA deaminase; Q9HC16; recombinant A3G, ssDNA deamination FAM/TAMRA fluorescence; inhibition, % at 20 µM; hit rate 0.28% among 330,000;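 active = inhibition of at least 40% at 20 µM, with no more than 30% in the related APOBEC3A deaminase screen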;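 note: plate controls were DMSO wells with A3G for no effect and wells lacking A3G enzyme for full effect; some compounds called inactive have numbers as strong as hits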
# hIAP block: blocks human intestinal alkaline phosphatase | AID 2544 | hit rate 0.12% among 330,000 | inhibition, % at 10 µM | purified IAP, CDP-Star luminescence, 30 min;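 active = inhibition reaching a set limit with compound at 10 µM in the primary screen, cut at about 35% in these data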;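 note: plate controls were DMSO wells with enzyme for no effect and no-enzyme buffer wells for full effect; values of inactives mirror those of a sister screen read the other way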
# Target sequence (P09923 whole entry, looked up): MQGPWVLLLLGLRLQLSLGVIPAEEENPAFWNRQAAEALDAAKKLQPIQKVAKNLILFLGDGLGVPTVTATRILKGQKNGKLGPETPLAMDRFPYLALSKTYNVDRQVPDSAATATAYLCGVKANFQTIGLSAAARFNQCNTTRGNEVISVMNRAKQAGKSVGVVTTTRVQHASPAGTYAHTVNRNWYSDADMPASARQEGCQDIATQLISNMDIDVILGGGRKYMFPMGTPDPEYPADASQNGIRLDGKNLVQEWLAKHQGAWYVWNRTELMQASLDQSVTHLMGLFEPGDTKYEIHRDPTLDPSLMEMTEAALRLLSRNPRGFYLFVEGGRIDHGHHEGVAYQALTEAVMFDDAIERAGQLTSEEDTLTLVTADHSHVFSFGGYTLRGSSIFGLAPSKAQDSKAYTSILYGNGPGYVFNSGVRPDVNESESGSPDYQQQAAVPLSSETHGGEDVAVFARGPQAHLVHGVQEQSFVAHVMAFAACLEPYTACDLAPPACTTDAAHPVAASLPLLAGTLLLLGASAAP
# NALP3 yeast inh: blocks the NALP3 inflammasome reconstituted in yeast; Yeast reconstituted NLRP3/ASC/caspase-1, beta-gal luminescence, 24 h; inhibition, % at 10 µM; hit rate 0.39% among 330,000; AID 2825;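 active = inhibition of 50% or more; inactive = inhibition below 50%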;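 note: plate controls were induced DMSO wells for no effect and uninduced yeast grown without galactose for full effect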
# beta cell repl: inducers of beta-cell replication in MIN6 cells | hit rate 0.29% among 330,000 | proliferation, % at 10 µM | MIN6 cells proliferation, ATPlite luminescence, 48 h; cells starved in 0.2% serum; 100% = growth in 10% serum | AID 2380;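 active = compounds whose signal lies at least 3.5 SD above the mean of all wells on their plate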;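 note: 0% = DMSO-treated cells in low-serum medium and 100% = 10% serum control; some compounds called inactive have numbers as strong as hits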
# SENP1 FRET inh: blocks the human SENP1 SUMO protease catalytic domain | hit rate 0.21% among 360,000 | AID 624204 | recombinant SENP1 catalytic domain, CyPet-SUMO1-YPet FRET cleavage | inhibition, % at 10 µM | Q9P0U3;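 active = inhibition at least 30% at 10 µM, raw YFP signal under a set limit, fluorescence ratio 0.5 to 1.5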;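 note: 0% = enzyme with DMSO and 100% = no enzyme wells; some results filed as inactive read as strong as hits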
# Target sequence (Q9P0U3 419-644 limits assumed): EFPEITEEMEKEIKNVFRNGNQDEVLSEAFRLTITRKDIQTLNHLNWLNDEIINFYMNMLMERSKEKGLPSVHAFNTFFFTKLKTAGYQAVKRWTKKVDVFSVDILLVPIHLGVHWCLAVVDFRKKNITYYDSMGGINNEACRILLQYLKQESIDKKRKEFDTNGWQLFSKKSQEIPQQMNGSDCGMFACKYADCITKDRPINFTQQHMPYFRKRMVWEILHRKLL
#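 Material – human SENP1 catalytic domain · Input – SENP1 enzyme, 20 pM final · Compound dosing – single concentration of 10 µM compound, 0.5% DMSO final · Timing – enzyme reaction for 50 min at room temperature, dark · Measured by – FRET fluorescence in CFP and YFP emission channels · Control set – no-enzyme wells low, DMSO-plus-enzyme wells high control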
# hIAP activ: human IAP activation; P09923; purified human IAP, CDP-Star luminescence, 30 min; active compounds read high; 1 = vehicle-only enzyme, 0 = enzyme-free background; activation factor at 10 µM; hit rate 0.16% among 330,000;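 active = activation factor of the enzyme at least 2-fold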; note: the source names both 10 and 20 µM as test concentration; values of inactives mirror those of a sister screen read the other way
# mIAP activ: increases mouse intestinal alkaline phosphatase activity; muIAP, CDP-Star luminescence, 30 min; active compounds read high; 1 = vehicle-only enzyme signal, 0 = enzyme-free wells; activation factor at 10 µM; hit rate 0.24% among 330,000; AID 2805;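 active = activation factor of at least 2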; note: the source names both 10 and 20 µM as test concentration; values of inactives mirror those of a sister screen read the other way
#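 System: mouse IAP enzyme. Reagent: CDP-Star chemiluminescent phosphatase substrate. Benchmarks: DMSO wells, no-enzyme wells. Times: 30 min enzyme-substrate-compound incubation at room temperature. Detection: luminescence from enzymatic CDP-Star hydrolysis. Doses: test compounds delivered from DMSO solution.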
# A3A deaminase: blocks human APOBEC3A ssDNA deamination; P31941; inhibition, % at 20 µM; AID 493011; recombinant A3A, FAM/TAMRA ssDNA deamination fluorescence; hit rate 0.41% among 330,000;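 active = at least 40% inhibition at 20 µM here, with at most 30% in a related deaminase screen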;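 note: plate controls were A3A with DMSO for no effect and wells lacking A3A enzyme for full effect; some results filed as inactive read as strong as hits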
# Target sequence (P31941 whole entry, looked up): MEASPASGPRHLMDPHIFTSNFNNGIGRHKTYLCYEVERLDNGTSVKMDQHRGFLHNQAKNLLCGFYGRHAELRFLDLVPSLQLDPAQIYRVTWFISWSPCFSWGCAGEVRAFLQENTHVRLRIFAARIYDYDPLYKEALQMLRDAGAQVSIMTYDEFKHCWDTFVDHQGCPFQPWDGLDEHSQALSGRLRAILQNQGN
# The depositor's hits bear a star; · = not tested or not shown.
1	N#Cc1cnn(-c2cccc(Cl)c2)c1-n1cccc1
2	Cc1cc(=O)[nH]c(SCC(=O)Nc2nc3c(s2)CCCC3)n1
3	COC(=O)c1ccccc1NC=C1C(=O)OC2(CCCCC2)OC1=O
4	N#C/C(=C\c1cn(CC(=O)O)c2ccccc12)C(=O)NCc1ccccc1
5	CC1C(c2ccccc2)C(C#N)(C#N)C2(C#N)C(=O)NC1(N)C2C (configuration not stated)
6	CCOC(=O)Nc1ccc2c(c1)N(C(=O)CCN(CC)CC)c1ccccc1CC2
7	Cc1cc(N2C(=O)C(O)=C(C(=O)c3ccco3)C2c2ccccc2F)no1 (configuration not stated)
8	CCc1ccc2nc(N3C(=O)C(O)=C(C(=O)c4ccco4)C3c3cccs3)sc2c1 (configuration not stated)

Compound	1	2	3	4	5	6	7	8
mIAP block	4	7	-2	1	-13	-9	6	28
A3G deaminase	-8	5	-2	-2	-3	-3	-8	-6
hIAP block	0	8	-26	-6	8	-21	-2	21
NALP3 yeast inh	-15	7	-1	5	6	8	2	3
beta cell repl	2	-1	-1	-3	-4	-3	-3	-3
SENP1 FRET inh	1	-2	-3	-46	1	-2	-1	-18
hIAP activ	1	0.92	1.3	1.1	0.92	1.2	1	0.79
mIAP activ	0.96	0.93	1	0.99	1.1	1.1	0.94	0.72
A3A deaminase	-1	8	-3	34	1	-3	-3	1

9	COc1ccccc1C(=O)Nc1ccc(N2CCN(C(C)=O)CC2)cc1
10	Cc1ccc(-n2c(C)cc(/C=N/NC(=O)CC3(C)OCCO3)c2C)cc1
11	O=S(=O)(Nc1ccc2nc(C(F)(F)F)[nH]c2c1)c1ccccc1
12	CC(=O)NCCNC(=O)c1cccc(NS(=O)(=O)c2ccc3c(c2)OCCO3)c1
13	CC1CCCCC1N1CCN(C(=O)c2cccc(F)c2)CC1 (configuration not stated)
14	CCOc1ccc(CNC(=O)CCCN2C(=O)C(c3ccccc3)Oc3cccnc32)cc1 (configuration not stated)
15	Cc1ccc(NC(=O)N/C=C/c2ccc(Cl)cc2)cc1
16	COc1ccc(-c2cc(C(=O)NCCN3CCOCC3)c3ccccc3n2)c(OC)c1

Compound	9	10	11	12	13	14	15	16
mIAP block	8	-1	2	5	0	11	-131	2
A3G deaminase	-9	-2	-8	-6	0	-7	-1	-3
hIAP block	-16	4	-16	-6	2	-12	-24	-32
NALP3 yeast inh	10	9	3	10	6	4	8	4
beta cell repl	0	0	1	0	-1	0	0	-3
SENP1 FRET inh	2	-3	2	-2	1	0	0	0
hIAP activ	1.2	0.96	1.2	1.1	0.98	1.1	1.2	1.3
mIAP activ	0.92	1	0.98	0.95	1	0.89	2.3*	0.98
A3A deaminase	-1	-2	-3	-2	5	-4	-5	-5

17	COc1ccc(CC(=O)NNS(=O)(=O)c2ccccc2[N+](=O)[O-])cc1
18	O=C1N/C(=N\S(=O)(=O)Cc2ccccc2)S/C1=C/c1cc([N+](=O)[O-])ccc1O
19	CCCC(=O)N(CCN(C(=O)CCC)c1ccccc1)c1ccccc1
20	O=C(CSc1n[nH]c(=O)n1C1CC1)Nc1ccccc1
21	CSc1ccc(C2CC(=O)Nc3c2c(=O)n(C)c(=O)n3C)cc1 (configuration not stated)
22	CC(C)c1ccc(NC2=CC(=O)CC(C)(C)C2)cc1
23	c1ccc2c(c1)CCc1snnc1-2
24	CCOc1ncccc1C(=O)OCC(=O)NC1CCCCCC1

Compound	17	18	19	20	21	22	23	24
mIAP block	4	23	0	7	0	0	-1	2
A3G deaminase	-9	-18	-8	-5	1	-1	-8	-9
hIAP block	6	21	6	2	-7	-6	19	16
NALP3 yeast inh	19	16	-9	-1	-10	19	7	24
beta cell repl	-3	1	8.8*	-1	3	-1	-1	3
SENP1 FRET inh	2	25	-1	-1	2	3	-1	0
hIAP activ	0.94	0.79	0.94	0.98	1.1	1.1	0.81	0.84
mIAP activ	0.96	0.77	1	0.93	1	1	1	0.98
A3A deaminase	-3	-6	-3	-1	5	2	-5	1

25	CCc1cc(C(=O)O)c(NC(=O)c2cc(OC)c(OC)c(OC)c2)s1
26	COc1cc(C2c3c([nH]c(=O)[nH]c3=O)Nc3ccc4ccccc4c32)ccc1O (configuration not stated)
27	O=C1CCC(C(=O)OCc2c(Cl)cccc2Cl)N1 (configuration not stated)
28	O=C(NNC1=C(C(=O)C(F)(F)F)CCC1)c1ccc(Cl)cc1
29	O=C(COC(=O)c1ccc(F)c(S(=O)(=O)N2CCOCC2)c1)NCc1ccco1
30	CCOc1ccc(NC(=O)CN(C)C(=O)c2c(-c3ccccc3)noc2C)cc1OCC
31	COc1ccc(C(=O)Oc2cccc3cccnc23)cc1[N+](=O)[O-]
32	CCCc1cc(=O)[nH]c(SCC(=O)c2ccc3c(c2)NC(=O)CO3)n1

Compound	25	26	27	28	29	30	31	32
mIAP block	18	4	4	18	2	-10	-5	2
A3G deaminase	-4	-8	-4	-2	-5	-8	-1	-4
hIAP block	-5	3	7	-11	30	6	-10	1
NALP3 yeast inh	9	5	-1	12	21	9	22	-10
beta cell repl	3	-2	-2	-4	4	-2	0	-1
SENP1 FRET inh	1	-5	2	-5	1	1	0	3
hIAP activ	1	0.97	0.93	1.1	0.7	0.94	1.1	0.99
mIAP activ	0.82	0.96	0.96	0.82	0.98	1.1	1.1	0.98
A3A deaminase	-2	-6	0	-4	-3	-1	0	2

# Of the compounds above, these have a cyano group:
1	N#Cc1cnn(-c2cccc(Cl)c2)c1-n1cccc1
4	N#C/C(=C\c1cn(CC(=O)O)c2ccccc12)C(=O)NCc1ccccc1
5	CC1C(c2ccccc2)C(C#N)(C#N)C2(C#N)C(=O)NC1(N)C2C (configuration not stated)

Compound	1	4	5
mIAP block	4	1	-13
A3G deaminase	-8	-2	-3
hIAP block	0	-6	8
NALP3 yeast inh	-15	5	6
beta cell repl	2	-3	-4
SENP1 FRET inh	1	-46	1
hIAP activ	1	1.1	0.92
mIAP activ	0.96	0.99	1.1
A3A deaminase	-1	34	1

# (listing goes on)
33	CC1(C)CC2CC(C)(CN2C(=S)Nc2ccccc2)C1 (configuration not stated)
34	O=C(COc1ccc(S(=O)(=O)NC2CCCCC2)cc1)NC1CCCC1
35	O=C(COC(=O)c1ccc2c(c1)OCCO2)NCc1ccccc1
36	O=C(NCc1ccc2c(c1)OCO2)C1CCN(S(=O)(=O)N2CCOCC2)CC1
37	COC(C[C@@H](O)C[C@H](O)COCc1ccccc1)OC
38	COC(=O)c1ccc(CNC(=O)C2CCC(=O)N(Cc3cccc(F)c3)C2)cc1 (configuration not stated)
39	CC(C)=NOc1cc(NC(=O)CCl)cc([N+](=O)[O-])c1
40	CCOC(=O)/C(C(=O)Nc1ccc(Cl)cc1Cl)=C1/NC(C)(C)Cc2ccccc21

Compound	33	34	35	36	37	38	39	40
mIAP block	-9	-7	1	-5	-7	2	0	6
A3G deaminase	-10	-4	5	-3	-8	-8	-5	-11
hIAP block	-27	0	-4	3	-6	8	-9	-5
NALP3 yeast inh	-5	18	9	-8	21	4	16	24
beta cell repl	-1	-1	-1	0	1	3	-3	-1
SENP1 FRET inh	0	2	1	1	0	-1	2	·
hIAP activ	1.3	1	1	0.97	1.1	0.92	1.1	1
mIAP activ	1.1	1.1	0.99	1.1	1.1	0.98	1	0.94
A3A deaminase	-5	2	-7	4	-1	-3	-2	-5

41	O=C(NCCc1cccc(C(F)(F)F)c1)C1CCC(=O)N(CCc2cccc(F)c2)C1 (configuration not stated)
42	CCCN(CCC)C(=O)C1CCCN1S(=O)(=O)c1cccc2nsnc12 (configuration not stated)
43	CC(O)c1cccc(NC(=O)Nc2cccc(NC(=O)Nc3cccc(C(C)O)c3)c2)c1 (configuration not stated)
44	COc1ccc2c(c1)c1nc3n(c(=O)c1n2CC(=O)Nc1ccccc1)CCS3
45	COc1ccc(CNCCC2(O)CC(C)N(C)CC2C)cc1OC (configuration not stated)
46	Cc1cccc(NC(=O)c2cccc(NC(=O)c3ccccc3)c2)n1
47	Nc1c(C(=O)NCc2ccccc2)sc2nc3c(cc12)C(=O)CCC3
48	CCOC(=O)CN1C(=O)N[C@@H](CCc2ccccc2)C(C(=O)OC)=C1C

Compound	41	42	43	44	45	46	47	48
mIAP block	-16	-8	-152	-6	-1	-1	11	-10
A3G deaminase	-3	-3	-9	-5	0	4	-2	9
hIAP block	-42	-17	-19	11	14	5	-12	8
NALP3 yeast inh	10	-2	17	-9	16	18	6	11
beta cell repl	0	1	-2	-2	1	0	0	3
SENP1 FRET inh	0	1	0	-6	0	0	2	1
hIAP activ	1.4	1.2	1.2	0.89	0.85	0.95	1.1	0.92
mIAP activ	1.2	1.1	2.5*	1.1	1	1	0.89	1.1
A3A deaminase	-1	1	-5	-5	3	-8	3	2

49	COc1ccc(NC(=S)Nc2ccc(F)cc2)cc1
50	Cc1ccc(NC(=O)C2CCN(S(C)(=O)=O)CC2)c(C)c1
51	CCCc1c(C(=O)N/N=C/c2cccc(OCc3ccc(F)cc3)c2)nnn1-c1nonc1N
52	Cc1cc(C)n(C(=O)c2ccc(C)c(S(=O)(=O)N3CCCC3)c2)n1
53	Cc1[nH]n(-c2ccccc2)c(=O)c1N=Nc1ccc(C(N)=O)cc1
54	CCOc1ccc(-c2[nH]ncc2-c2csc(C)n2)c(O)c1
55	COC(=O)CSc1nnc(CCc2nc3ccccc3[nH]2)n1C
56	Cc1ccc(S(=O)(=O)N2CCN(C(=O)CN3CCCCC3)C2C(C)C)cc1 (configuration not stated)
57	Cc1nc2c(-c3ccc(F)cc3)c(C)nn2c(C)c1CCC(=O)N1CCC(Cc2ccccc2)CC1
58	CC(=O)N1CCC(N(CCCOC(C)C)C(=O)Nc2ccc(Cl)cc2)CC1
59	Cc1nn(-c2ccccc2)c(Cl)c1/C=N/NC(=O)c1nn(C)cc1[N+](=O)[O-]

Compound	49	50	51	52	53	54	55	56	57	58	59
mIAP block	-8	-2	5	10	10	4	-2	6	4	-7	-3
A3G deaminase	-6	-4	-1	-4	-2	-3	1	-8	-3	-6	1
hIAP block	6	-19	-4	-8	24	-22	-2	24	-6	14	13
NALP3 yeast inh	20	8	2	-2	40	12	2	2	18	0	0
beta cell repl	-2	-1	-2	6	-2	0	1	-1	-6	-2	3
SENP1 FRET inh	-3	1	-2	1	4	2	0	-1	-7	-2	1
hIAP activ	0.94	1.2	1	1.1	0.76	1.2	1	0.76	1.1	0.86	0.87
mIAP activ	1.1	1	0.95	0.9	0.91	0.96	1	0.94	0.96	1.1	1
A3A deaminase	-12	-4	0	-11	1	-1	4	-2	-3	0	3

# 2 entries from above in a different format.
# Results follow in this order: mIAP block | A3G deaminase | hIAP block | NALP3 yeast inh | beta cell repl | SENP1 FRET inh | hIAP activ | mIAP activ | A3A deaminase
21: CSc1ccc(C2CC(=O)Nc3c2c(=O)n(C)c(=O)n3C)cc1 (configuration not stated)
→ 0 | 1 | -7 | -10 | 3 | 2 | 1.1 | 1 | 5
44: COc1ccc2c(c1)c1nc3n(c(=O)c1n2CC(=O)Nc1ccccc1)CCS3
→ -6 | -5 | 11 | -9 | -2 | -6 | 0.89 | 1.1 | -5

# Screens deposited in PubChem BioAssay by Sanford-Burnham Center for Chemical Genomics.

# An excerpt (hit frequency here may not be typical).
